Screening results: PubChem BioAssay, several laboratories
CSN deneddyl inh – CSN deneddylation inhibition; Q92905; Purified CSN, SCF-Nedd8-OG deneddylation, fluorescence polarization; inhibition, % at 12.5 µM; hit rate 0.38% among 360,000; AID 651999;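 active = pattern-corrected inhibition above about 35%, with an unprinted fluorescence ratio check between 0.5 and 1.5, limit read from the data, passing the limit was not always enough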;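 also: 0% = enzyme with substrate and 100% = substrate without enzyme; some results filed as inactive read as strong as hits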
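Detection – fluorescence polarization · System – HEK293T-derived human Csn5 enzyme · Controls – substrate-only high control, full reaction low control · Timing – 90 min, room temperature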
MsrA inhibitor – inhibits bovine methionine sulfoxide reductase A. purified bovine MsrA, absorbance read-out. inhibition, % at 15.5 µM. hit rate 0.75% among 360,000. AID 651718; in the data active = inhibition above about 4.5%;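 also: 0% = vehicle wells with enzyme and 100% = reference inhibitor wells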
FAS TE block – blocks the thioesterase domain of human fatty acid synthase; hit rate 0.67% among 360,000; AID 602261; inhibition, % at 15 µM; P49327; recombinant FAS-TE, OMFH fluorogenic substrate, fluorescence endpoint;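 active = compounds whose normalised, plate-corrected inhibition of enzyme fluorescence in the single-dose primary screen is 50% or more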;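 also: 0% = DMSO with enzyme and 100% = substrate without enzyme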
Target sequence (P49327 whole entry, looked up, the tested form may be a part): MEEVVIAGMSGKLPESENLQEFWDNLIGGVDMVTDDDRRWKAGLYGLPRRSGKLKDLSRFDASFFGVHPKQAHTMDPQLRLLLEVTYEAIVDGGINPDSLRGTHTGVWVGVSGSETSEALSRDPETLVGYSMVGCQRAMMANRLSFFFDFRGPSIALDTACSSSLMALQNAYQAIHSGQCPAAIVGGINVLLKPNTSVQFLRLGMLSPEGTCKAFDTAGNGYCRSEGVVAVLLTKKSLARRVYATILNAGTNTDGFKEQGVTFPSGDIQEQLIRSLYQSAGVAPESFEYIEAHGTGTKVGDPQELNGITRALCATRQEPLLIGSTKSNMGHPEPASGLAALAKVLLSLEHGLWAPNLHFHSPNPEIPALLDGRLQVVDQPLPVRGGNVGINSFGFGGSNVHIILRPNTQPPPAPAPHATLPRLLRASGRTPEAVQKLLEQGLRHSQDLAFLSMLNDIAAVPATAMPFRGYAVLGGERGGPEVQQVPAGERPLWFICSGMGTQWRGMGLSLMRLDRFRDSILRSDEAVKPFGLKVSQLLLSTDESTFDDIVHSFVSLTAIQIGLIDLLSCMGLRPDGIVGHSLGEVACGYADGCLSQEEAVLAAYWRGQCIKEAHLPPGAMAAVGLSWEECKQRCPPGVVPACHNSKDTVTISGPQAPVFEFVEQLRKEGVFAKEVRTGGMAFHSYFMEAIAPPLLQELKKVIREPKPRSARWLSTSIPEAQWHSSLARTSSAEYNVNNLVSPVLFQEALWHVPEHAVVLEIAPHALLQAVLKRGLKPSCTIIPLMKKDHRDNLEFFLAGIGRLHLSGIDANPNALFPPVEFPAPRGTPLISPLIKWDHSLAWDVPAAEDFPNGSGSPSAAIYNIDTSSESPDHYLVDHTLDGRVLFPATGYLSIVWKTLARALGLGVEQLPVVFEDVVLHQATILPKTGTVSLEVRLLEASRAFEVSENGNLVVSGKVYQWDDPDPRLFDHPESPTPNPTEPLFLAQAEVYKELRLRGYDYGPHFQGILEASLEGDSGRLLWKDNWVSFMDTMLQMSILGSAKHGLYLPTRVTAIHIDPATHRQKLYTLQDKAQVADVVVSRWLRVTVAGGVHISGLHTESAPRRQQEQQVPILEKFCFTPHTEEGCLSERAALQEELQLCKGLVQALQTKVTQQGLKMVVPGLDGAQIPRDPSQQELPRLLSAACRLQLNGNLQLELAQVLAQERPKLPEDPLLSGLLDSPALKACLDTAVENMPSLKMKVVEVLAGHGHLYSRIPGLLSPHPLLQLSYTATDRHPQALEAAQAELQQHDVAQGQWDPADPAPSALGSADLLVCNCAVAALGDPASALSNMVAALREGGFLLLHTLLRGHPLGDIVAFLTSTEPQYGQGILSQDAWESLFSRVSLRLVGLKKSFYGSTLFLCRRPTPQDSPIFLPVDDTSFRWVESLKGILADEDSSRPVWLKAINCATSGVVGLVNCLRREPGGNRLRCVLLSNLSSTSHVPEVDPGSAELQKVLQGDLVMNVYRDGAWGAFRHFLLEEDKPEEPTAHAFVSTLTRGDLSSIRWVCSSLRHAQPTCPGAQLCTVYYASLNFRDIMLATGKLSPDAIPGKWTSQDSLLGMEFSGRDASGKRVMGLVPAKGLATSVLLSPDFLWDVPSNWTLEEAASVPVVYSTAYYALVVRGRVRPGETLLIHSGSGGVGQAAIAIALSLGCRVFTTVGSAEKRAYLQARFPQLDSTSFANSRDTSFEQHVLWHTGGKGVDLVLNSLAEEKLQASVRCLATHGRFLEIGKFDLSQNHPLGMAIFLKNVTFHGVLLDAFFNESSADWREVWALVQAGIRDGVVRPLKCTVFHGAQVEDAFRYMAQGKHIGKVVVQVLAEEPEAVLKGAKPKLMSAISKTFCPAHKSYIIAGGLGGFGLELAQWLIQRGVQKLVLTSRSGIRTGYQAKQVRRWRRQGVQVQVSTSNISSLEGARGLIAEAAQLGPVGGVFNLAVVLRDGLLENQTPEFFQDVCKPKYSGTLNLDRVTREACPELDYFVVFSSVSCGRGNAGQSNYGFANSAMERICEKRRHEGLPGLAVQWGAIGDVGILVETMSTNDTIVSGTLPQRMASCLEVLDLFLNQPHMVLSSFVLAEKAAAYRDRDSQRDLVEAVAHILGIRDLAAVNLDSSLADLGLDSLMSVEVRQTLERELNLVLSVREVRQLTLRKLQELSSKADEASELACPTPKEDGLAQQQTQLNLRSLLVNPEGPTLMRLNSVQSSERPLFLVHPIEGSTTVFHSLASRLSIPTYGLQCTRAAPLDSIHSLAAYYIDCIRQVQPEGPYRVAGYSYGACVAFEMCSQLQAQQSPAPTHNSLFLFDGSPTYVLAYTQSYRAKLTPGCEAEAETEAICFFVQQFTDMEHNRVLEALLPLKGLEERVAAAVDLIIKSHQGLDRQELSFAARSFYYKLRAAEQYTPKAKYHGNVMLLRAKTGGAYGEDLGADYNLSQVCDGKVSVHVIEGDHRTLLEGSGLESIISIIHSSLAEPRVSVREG
Rin1-Abl PPI inh – human Rin1-Abl interaction inhibition; inhibition, % at 7.35 µM; TR-FRET Rin1/Abl binding, biochemical; AID 588664; P00519+Q13671; hit rate 0.4% among 360,000; in the data active = inhibition above about 5%, passing the limit was not always enough
E coli Lon inh – inhibits E. coli Lon protease; P0A9M0; purified E. coli Lon protease, fluorescence polarization; inhibition, % at 7.94 µM; hit rate 0.42% among 360,000; in the data active = inhibition above about 13%, passing the limit was not always enough;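 also: 0% = enzyme with probe and DMSO and 100% = no enzyme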
Rpn11 block – inhibitors of human proteasome Rpn11; hit rate 0.59% among 360,000; calls only at 20 µM; AID 588493; human 26S proteasome, Ub4-pepOG fluorescence polarization; 20S core pre-blocked with epoxomicin;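 active = inhibition at 20 µM, scaled to each plate's controls, above about 33%, limit read from the data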
MT1-MMP act inh – MT1-MMP (human) activation inhibition; GFP/RFP ratio change, % at 20 µM; hit rate 0.061% among 360,000; P50281; HT1080 RFP-PRO-GFP cells, GFP/RFP ratio fluorescence, overnight; percent of plate control window, DMSO zero;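 active = GFP/RFP ratio change of at least 30% with cell ATP level not reduced by more than half and red fluorescence within 50% of control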; also: strong numbers were not always called active
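Compound: 20 µM single dose, 1% DMSO / System: HT1080 RFP-PRO-GFP cells / Controls: DMSO and RFP-L50D-GFP cell wells / Read-out basis: GFP/RFP fluorescence ratio / Schedule: overnight compound exposure at 37 °C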
MLLE-PAM2 inh – inhibitors of microRNA-mediated deadenylation, human PABP1 MLLE binding; hit rate 0.36% among 360,000; inhibition, % at 20 µM; P11940; GST-MLLE / FITC-PAM2 fluorescence polarization; in the data active = inhibition above about 35%, passing the limit was not always enough;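 also: plate controls were DMSO wells with GST-MLLE for no effect and wells lacking GST-MLLE protein for full effect; some results filed as inactive read as strong as hits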
MsrA act – activators of bovine methionine sulfoxide reductase A; purified bovine MsrA, absorbance read-out; activation, % at 10.6 µM; hit rate 0.3% among 360,000; AID 602163; in the data active = activation above about 7.5%;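 also: 0% = vehicle and 100% = reference activator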
Starred values were filed as active, the others as inactive; i = inactive; nt = not tested or not shown.

SMILES	CSN deneddyl inh	MsrA inhibitor	FAS TE block	Rin1-Abl PPI inh	E coli Lon inh	Rpn11 block	MT1-MMP act inh	MLLE-PAM2 inh	MsrA act
O=C(NC1CCCCCC1)c1cc(S(=O)(=O)N2CCCCC2)ccc1N1CCOCC1	9	-0.5	0	0	-4	i	2	-2	-4
Nc1nnc(CCS(=O)(=O)c2ccc(Br)cc2)s1	-1	-1.1	-2	2	-1	i	-3	-22	-3
Cc1ccc(-c2nnc(-c3ccccc3S(=O)(=O)Cc3ccc(Cl)cc3)o2)cc1	-2	-0.1	26	-2	2	i	7	-8	-3
O=C(NC1CCCC1)C1c2ccccc2OCC(=O)N1C1CC1 (configuration not stated)	-2	0.1	-8	nt	2	nt	4	nt	0
NS(=O)(=O)c1ccc(CCNC(=O)CSc2nc3ccsc3c(=O)n2Cc2ccccn2)cc1	0	0.3	-6	2	-4	i	3	9	0
OCCN(Cc1ccccc1)Cc1nc(CC2CC2)no1	2	-0.4	-3	-4	3	i	-1	12	-4
Cc1cccc(-c2noc(CNC(=O)c3ccoc3C)n2)c1	20	0.5	-4	-2	-29	nt	-18	-81	-3
CCC(=O)NCCc1nc2ccccc2n1Cc1ccc(C)cc1	3	-0.7	-8	-1	3	i	3	-2	-3
O=C1NC(c2ccccc2)=CC(c2ccccc2)N1 (configuration not stated)	5	-0.8	-8	2	-5	i	5	0	3
O=C(NCCCN1CCOCC1)c1cc(-c2ccc(Cl)c(Cl)c2)on1	5	0.9	3	2	-6	i	4	3	-1
CCOC(=O)[C@H](CCc1ccccc1)N[C@@H](C)C(=O)N1CCC[C@@H]1C(=O)O	-5	-1.4	-2	-1	-1	i	3	0	0
Cc1cc2ccccc2nc1Br	6	0.4	-6	0	6	i	-3	16	-6
CC(=O)OC[C@@H]1CN(Cc2ccccc2)C[C@H](n2cnc3c(NC4CC4)ncnc32)O1	0	1.1	-4	6	-5	i	-3	9	-4
CC(C)(C)S(=O)N1Cc2cc(C(=O)NCC(F)(F)F)nc(-c3cccc(-c4cccc(F)c4)c3)c2[C@H]1CCO (some centres not stated)	2	-1.3	15	3	6	i	-1	-10	1
CCCc1cc(=O)oc2cc(OCC(=O)N3CCC(C(N)=O)CC3)ccc12	3	0.5	-3	0	16	i	2	-7	-4
COC(=O)c1ccc(NC(=O)C2CCCN(S(=O)(=O)c3cnc[nH]3)C2)cc1 (configuration not stated)	-2	-1.1	-6	0	-5	i	-3	4	-1
O=C(Nc1ccc([N+](=O)[O-])cc1)c1ccccc1F	-1	1.4	6	1	0	i	4	10	-3
COc1ccc(CCNC(=O)c2ccc(Cl)c(S(=O)(=O)N3CCCC3)c2)cc1	-3	0.0	6	-1	-5	i	-9	7	-2
O=C(Cc1ccccc1[N+](=O)[O-])N1CCN(c2ccc(F)cc2)CC1	-4	-0.2	-2	0	5	i	0	-4	-4
C/C(=N\OC(=O)Nc1ccc(Cl)cc1)c1ncc(C(F)(F)F)cc1N1CCOCC1	1	1.9	4	3	0	i	3	8	0
COc1cc(OC)c2c(-c3ccccc3)cc(=O)oc2c1C(CCN1CCCCC1)c1ccc2c(c1)OCO2 (configuration not stated)	-7	0.7	19	-1	10	i	-2	17	-2
COc1ccc(C(=O)NNC(=O)c2cc3cccc(OC)c3oc2=O)cc1	-4	1.1	3	-1	-4	i	5	13	-7
Cc1ccc(S(=O)(=O)N(C)Cc2ccc(-c3nnc4n3CCC4)cc2)cc1	16	0.4	1	-4	8	i	6	11	-1
Oc1ccccc1C=NN=Cc1ccccc1Cl	-1	0.6	20	7	2	i	5	-4	-6
CCOc1ccc(Cc2onc3c2C(=O)CC(C)(C)C3)cc1OCC	-8	-0.5	6	-3	-1	i	-3	6	-5

A draw from above in order of heavy-atom count, low to high:
SMILES	CSN deneddyl inh	MsrA inhibitor	FAS TE block	Rin1-Abl PPI inh	E coli Lon inh	Rpn11 block	MT1-MMP act inh	MLLE-PAM2 inh	MsrA act
Cc1cccc(-c2noc(CNC(=O)c3ccoc3C)n2)c1	20	0.5	-4	-2	-29	nt	-18	-81	-3
CCC(=O)NCCc1nc2ccccc2n1Cc1ccc(C)cc1	3	-0.7	-8	-1	3	i	3	-2	-3
CCOc1ccc(Cc2onc3c2C(=O)CC(C)(C)C3)cc1OCC	-8	-0.5	6	-3	-1	i	-3	6	-5
COc1ccc(C(=O)NNC(=O)c2cc3cccc(OC)c3oc2=O)cc1	-4	1.1	3	-1	-4	i	5	13	-7
NS(=O)(=O)c1ccc(CCNC(=O)CSc2nc3ccsc3c(=O)n2Cc2ccccn2)cc1	0	0.3	-6	2	-4	i	3	9	0
COc1cc(OC)c2c(-c3ccccc3)cc(=O)oc2c1C(CCN1CCCCC1)c1ccc2c(c1)OCO2 (configuration not stated)	-7	0.7	19	-1	10	i	-2	17	-2

(further entries)
SMILES	CSN deneddyl inh	MsrA inhibitor	FAS TE block	Rin1-Abl PPI inh	E coli Lon inh	Rpn11 block	MT1-MMP act inh	MLLE-PAM2 inh	MsrA act
O=C(Nc1cc(C(F)(F)F)ccc1Cl)C(Sc1ccccn1)c1ccccc1 (configuration not stated)	-3	2.4	16	1	1	i	1	-24	-2
CC(C)(O)CNC(=O)Nc1ccc(Cl)c(Cl)c1	-2	1.2	-1	1	-3	i	5	-5	0
CC(=O)Nc1ccc(OS(=O)(=O)c2c(C)cc(C)cc2C)cc1	2	-0.2	17	-1	-3	i	2	0	-4
Cc1ccc(CN2CC(C(=O)Nc3ccc4c(C)cc(=O)oc4c3)CC2=O)cc1 (configuration not stated)	5	1.4	-1	0	3	i	10	-24	-2
COc1ccc(S(=O)(=O)NC(CC(=O)NCc2ccco2)c2ccco2)cc1 (configuration not stated)	0	0.5	-7	-2	0	i	6	-13	-3
COCCN(CCOC)S(=O)(=O)c1ccc(C(=O)Nc2nnc(C3CC3)o2)cc1	-3	-0.7	-2	-5	5	i	-2	-7	0
COc1ccc(OC)c(S(=O)(=O)NCC(=O)NC2CCCCCC2)c1	0	1.2	-7	0	12	i	-1	-1	-1
O=[N+]([O-])c1ccccc1S(=O)(=O)N1CCN(S(=O)(=O)c2ccc3c(c2)OCCO3)CC1	0	nt	53*	4	-1	i	2	4	-3
Cc1ccc(S(=O)(=O)NCC2CCC(C(=O)NCc3ccco3)CC2)cc1 (configuration not stated)	4	1.3	-3	-3	1	i	-4	3	-4
COc1ccc(OC)c(NC(=O)[C@@]2(CC(=O)O)CC(/C=C/c3ccccc3)=NO2)c1	-1	0.5	0	4	3	i	-2	-1	-2
Cc1ccc(S(=O)(=O)NC(=O)Nc2ccc(N(C)C)cc2)cc1	7	1.3	-2	1	1	i	29	-4	-2
Cc1ccccc1C(=O)c1cccn1CC(=O)NCCC1=CCCCC1	-12	-1.0	6	1	7	i	-1	8	-4
O=C(Cn1nnc(-c2cccs2)n1)N1CCc2ccccc2C1	0	-1.1	3	-7	-5	i	0	0	-5
CCOC(=O)N1CCN(CC(=O)Nc2ccc(F)cc2)CC1	-5	-0.5	-11	3	16	i	-2	0	-11
Cc1cc(C)nc(Nc2n[nH]c(COc3ccc(Cl)cc3)n2)n1	5	-0.2	-8	4	-8	i	1	2	3
COc1ccccc1N1CCN(CC(O)COc2ccc3c(c2)CCC3)CC1 (configuration not stated)	1	0.8	0	-4	0	i	5	4	-3
O=C(Nc1ccc(Oc2ccccc2)cc1)c1csc([C@H]2C[C@H](O)[C@@H](CO)O2)n1	0	-0.4	-12	-4	-4	i	6	0	-2
Cc1ccc(C)c(C(=O)COC(=O)CNS(=O)(=O)c2ccccc2)c1	-4	-1.4	3	1	3	i	2	-27	-3
CC(=O)C1=C(O)C(=O)N(c2ccc(C)cc2)C1c1ccc([N+](=O)[O-])cc1 (configuration not stated)	2	2.2	8	1	0	i	-2	-3	-5
COn1c(-c2ccccc2)c(C=O)c2ccccc21	0	2.3	16	0	4	i	-7	7	1
Cc1ccc(F)c(C2=CC(=O)C[C@H](c3ccc(F)cc3)C2)c1	4	0.1	16	3	6	i	1	-19	-9
C=CCn1c(C)cc(C(=O)CSc2nc3ccccc3o2)c1C	1	-0.5	18	1	-7	i	0	-14	-3
CC(=O)Nc1cc(NC(C)=O)cc(C(=O)OCC(=O)N2CC(C)OC(C)C2)c1 (configuration not stated)	-1	-1.2	-2	-1	-4	i	2	0	-3
CCCCN(C)c1c(C)nc2ccc(C(=O)N(C)Cc3ccco3)cn12	-2	2.8	1	-3	-7	i	-1	1	0
COc1ccc(Cl)cc1NC(=O)Nc1ccc(Br)cn1	-1	-0.3	-1	2	7	i	-6	7	-7

(listing goes on)
SMILES	CSN deneddyl inh	MsrA inhibitor	FAS TE block	Rin1-Abl PPI inh	E coli Lon inh	Rpn11 block	MT1-MMP act inh	MLLE-PAM2 inh	MsrA act
Cc1cc(C)cc(NC(=O)C2CCCN2S(=O)(=O)c2ccc3c(c2)C(C)(C)C(=O)N3C)c1 (configuration not stated)	4	0.1	0	-6	5	i	0	9	1
CC(C)(C)c1ccc(C(=O)NNc2cc(Cl)cc(Cl)c2)cc1	-1	-0.7	1	0	12	i	1	0	-2
O=C1CNC(=O)/C(=C\c2ccccc2)N1	2	0.7	-4	2	-6	i	2	-4	-2
COc1ccc(-c2c(C)nn3c(N4CCCCCC4)cc(C)nc23)cc1OC	-3	0.8	10	1	6	i	-16	6	-2
CSc1ccc(/C=N/NC(=O)c2cc(O)cc(O)c2)cc1	-1	4.2	-5	4	2	i	6	11	-2
COCCCn1c(=N)c(C(=O)NCC2CCCO2)cc2c(=O)n3cccc(C)c3nc21 (configuration not stated)	-12	2.1	-7	-7	4	i	3	5	1
CSc1nsc(SC)c1NC(=O)N1CCCCC1	-1	-0.9	-11	1	-3	i	2	-6	-3
COc1ccc2c(CC(=O)Nc3nc(C)cs3)coc2c1	4	0.7	5	-1	-1	i	-3	-1	-4
COc1ccc(NC(=O)CN2CCc3ccccc3C2)cc1S(=O)(=O)N1CCOCC1	0	0.2	-7	-4	0	i	3	-20	-1
C=C(C)COc1ccc(-c2nc(N)ncc2Oc2ccccc2OCC)c(O)c1	10	1.5	26	1	0	i	-8	9	-1
COc1cc(Cc2nccc3cc(OC)c(OC)cc23)c(NC(C)=O)cc1OC	-2	0.5	-4	-1	1	i	1	10	-1
O=C1c2ccccc2C(Nc2ccc(S(=O)(=O)N3CCCCCC3)cc2)N1Cc1ccco1 (configuration not stated)	0	0.6	18	0	-5	i	-4	-16	-2
CC1(C)Cc2c(c(=S)nc(-c3ccccc3)n2CCN2CCOCC2)CO1	-5	4.6*	9	-3	-3	i	-38	18	-4
CN(CCC#N)C(=O)COC(=O)c1cc(Cl)cc(Cl)c1N	1	0.1	-2	4	-4	i	-3	1	-5
Cc1ccsc1C(=O)Nc1ccc(S(=O)(=O)N2CCOCC2)cc1	-2	-1.0	-3	3	1	i	2	-6	-1
C=CCNCc1cc(=O)n2c(-c3ccccc3)csc2n1	11	1.6	-5	1	-14	i	1	-14	6
O=P(c1ccccc1)(c1ccccc1)c1ccc(O)cc1	4	1.1	-2	-1	3	i	0	-8	-1
COc1cccc(NC(=O)C2COc3ccccc3O2)c1 (configuration not stated)	-3	-0.1	2	-2	0	i	-1	-5	-4
COc1ccc(-c2cn3cc(Br)cnc3n2)cc1	-3	0.9	-4	3	5	i	-1	-4	-10
ONC(=Nc1ccc(Cl)cc1)c1ccccc1Cl	4	1.3	-4	2	3	i	0	-6	1
CCc1ccc(NC(=O)CCCOc2cc(=O)n(C)c3ccccc23)cc1	0	0.6	5	-3	-11	i	15	2	-4
Cc1ccc(C)c(NC(=O)CCc2nnc3ccc(NCc4ccco4)nn23)c1	-1	-0.4	-8	3	-6	i	0	8	-1
CCN(C(=O)CN1CCN(S(=O)(=O)c2ccccc2C(F)(F)F)CC1)c1c(N)n(Cc2ccccc2)c(=O)[nH]c1=O	1	0.4	-11	-2	-1	i	4	10	-6
